ROS inducer = ROS inducers in U2OS cancer cells, primary screen, cell-based, H2DCF-DA fluorescence; U2OS ROS induction; ROS induction (% of piperlongumine), % at 10 µM; 46,000 compounds, 2% hits; AID 624156, 2012; in the data active = ROS induction above about 79%, passing the limit was not always enough;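 also: 0% = DMSO vehicle median and 100% = reference compound median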
* marks the source's active call; other numbers are inactive results; & = joins results of further samples.

For C[C@H]1CN([C@@H](C)CO)C(=O)Cc2cc(NS(=O)(=O)c3ccc(Cl)cc3)ccc2O[C@H]1CN(C)Cc1ccccc1 the results were ROS inducer 0.0.
For CCCN(CCC)C(=O)c1cccc2c1-c1ccccc1C2=O the results were ROS inducer 9.0.
For Cc1ccc(S(=O)(=O)Nc2ccc3c(c2)C(=O)N([C@H](C)CO)C[C@@H](C)[C@H](CN(C)CC2CCCCC2)O3)cc1 the results were ROS inducer -8.1.
C[C@H](CO)N1C[C@H](C)[C@@H](CN(C)S(=O)(=O)c2cn(C)cn2)Oc2ccc(NC(=O)Nc3ccc(C(F)(F)F)cc3)cc2C1=O was read as ROS inducer -22.5.
`CN(Cc1n[nH]c(=S)n1C)S(=O)(=O)c1ccccc1` gave ROS inducer -34.2.
Screening COc1ccc(NC(=O)N(C)C[C@H]2Oc3ccc(NS(=O)(=O)c4ccccc4)cc3C(=O)N([C@H](C)CO)C[C@H]2C)cc1 returned ROS inducer 33.7.
`C[C@H](CO)N1C[C@H](C)[C@H](CN(C)S(=O)(=O)c2ccc(Oc3ccccc3)cc2)OCc2cn(nn2)CCCC1=O` gave ROS inducer 48.0.
Screening O=C1COc2ccc(S(=O)(=O)NCCOc3ccccc3)cc2N1 returned ROS inducer -7.6.
`CCN(CC)C(=S)C(=O)Nc1cc(C(F)(F)F)cc(C(F)(F)F)c1` gave ROS inducer 6.2.
For COc1ccc(S(=O)(=O)N(C)C[C@H]2Oc3ccc(NC(=O)Nc4ccc(C(F)(F)F)cc4)cc3C(=O)N([C@@H](C)CO)C[C@H]2C)cc1 the results were ROS inducer 21.5.
Screening O=C(COc1ccccc1)NC(=S)Nc1cccc(NC(=O)c2ccccc2Cl)c1 returned ROS inducer 0.5.
Screening COc1ccc(NC(=O)Nc2ccc3c(c2)CC(=O)N([C@H](C)CO)C[C@@H](C)[C@@H](CN(C)Cc2ccc(C(=O)Nc4ccccc4N)cc2)O3)cc1 returned ROS inducer -6.0.
C[C@@H]1CN([C@H](C)CO)C(=O)c2cccc(NS(=O)(=O)c3cn(C)cn3)c2O[C@H]1CN(C)S(=O)(=O)c1cccs1 was read as ROS inducer -13.5.
`COc1ccc(-c2cc(=O)c3ccc(OC)cc3o2)cc1` gave ROS inducer 8.2.
`C[C@@H]1CN([C@@H](C)CO)C(=O)c2cc(NC(=O)Cn3cnnn3)ccc2O[C@@H]1CN(C)Cc1ccc(-c2ccccc2)cc1` gave ROS inducer -2.2.
For C[C@H]1CN([C@@H](C)CO)C(=O)Cc2cc(NC(=O)Cn3cnnn3)ccc2O[C@@H]1CN(C)C(=O)NC1CCCCC1 the results were ROS inducer 5.2.
O=C(c1ccccc1)C(Sc1nc2ccccc2[nH]1)c1ccccc1 (centres undefined) was read as ROS inducer 1.9.
`O=C(COc1ccccc1[N+](=O)[O-])Nc1cc(Cl)ccc1C(=O)O` gave ROS inducer 60.2.
Screening Cc1cc(C)nc(NC(=S)c2ccc(NC(=O)/C=C/C(=O)O)cc2)n1 returned ROS inducer 18.0.
COc1cccc(NC(=O)CSc2nnc(-c3ccccc3)n2-c2ccc(F)cc2)c1 was read as ROS inducer 9.7.
COc1ccc(S(=O)(=O)N(C)CC(=O)Nc2cccc(C(F)(F)F)c2)cc1OC was read as ROS inducer -26.1.
C[C@@H]1CN([C@H](C)CO)C(=O)c2cc(NC(=O)NC3CCCCC3)ccc2O[C@H]1CN(C)Cc1ccc(C(=O)O)cc1 was read as ROS inducer -3.3.
`Cc1ccc2nsnc2c1NC(=O)COc1ccc([N+](=O)[O-])cc1` gave ROS inducer 3.2.
Screening C[C@@H]1CN([C@H](C)CO)C(=O)Cc2cc(NC(=O)Nc3ccc4c(c3)OCO4)ccc2O[C@H]1CN(C)CC1CCCCC1 returned ROS inducer -7.5.
`O=c1cc(-c2ccc(O)cc2)oc2c(C3O[C@H](CO)[C@@H](O)[C@H](O)[C@H]3O)c(O)cc(O)c12` (some centres undefined) gave ROS inducer 22.0.
For C[C@@H]1CN([C@H](C)CO)C(=O)c2cc(NC(=O)CCCN(C)C)ccc2O[C@@H]1CN(C)Cc1ccncc1 the results were ROS inducer 6.0.
For Cc1cc(C(=O)Nc2cccc3c2O[C@@H](CN(C)S(=O)(=O)c2cn(C)cn2)[C@H](C)CN([C@H](C)CO)C3=O)n(C)n1 the results were ROS inducer -6.2.
For C[C@H](CO)N1C[C@H](C)[C@H](CN(C)S(=O)(=O)c2cn(C)cn2)Oc2ccc(NC(=O)Cc3cn(C)c4ccccc34)cc2CC1=O the results were ROS inducer -1.4.
Screening C[C@@H]1CN([C@@H](C)CO)C(=O)c2cc(NS(=O)(=O)c3ccccc3)ccc2O[C@H]1CN(C)C returned ROS inducer -1.5.
For COc1ccc([Si](C)(C)[C@H]2[C@H](CCn3cc(CCO)nn3)O[C@@]3(C(=O)N(C)c4ccccc43)[C@@H]2C)cc1 the results were ROS inducer 38.7.
For CCN1C(=S)NC2c3cc(Br)ccc3OC1(C)C2C(=O)Nc1ccc(Cl)cc1 (centres undefined) the results were ROS inducer -3.5.
For FC(F)(F)c1cc(-c2ccccc2)nc(NC2CCCC2)n1 the results were ROS inducer -9.9.
`CN1CCN2c3ccccc3Cc3ccccc3C2C1` (centres undefined) gave ROS inducer -11.9&-2.3.
Screening C[C@H](O)CC1=C[C@H](O)[C@@H](C)OC1=O returned ROS inducer 56.3.
For O=C(NO)c1ccc(C(=O)N/N=C/c2ccccc2Br)cc1 the results were ROS inducer 17.3.
For C[C@@H]1CN([C@@H](C)CO)C(=O)c2cc(NC(=O)CCC(F)(F)F)ccc2O[C@@H]1CN(C)CC1CCCCC1 the results were ROS inducer 1.9.
O=C(O)CCc1ccc(-c2ccc(Cl)cc2)n1-c1ccc(C(=O)O)cc1 was read as ROS inducer 3.7.
For CCc1ccc(-n2c(SCC(=O)Nc3ccc(F)cc3)nnc2-c2ccncc2)cc1 the results were ROS inducer 10.9.
Screening C(=NCc1cccnc1)c1c2ccccc2cc2ccccc12 returned ROS inducer -23.8.
`O=C1CC2(CCCC2)CC(=O)N1CCCCN1CCN(c2ncccn2)CC1` gave ROS inducer -7.0&3.6.
CCOC(=O)C(C)(C)Sc1nc2c(c(=O)n1-c1ccc(F)cc1)SCC2 was read as ROS inducer 33.5.
`O=C(CSc1nc2ccccc2c(=O)n1-c1ccc(Cl)cc1)Nc1ccc(Cl)cc1Cl` gave ROS inducer 12.5.
C[C@H](CO)N1C[C@H](C)[C@@H](CN(C)Cc2ccc(C(F)(F)F)cc2)Oc2c(NC(=O)c3ccncc3)cccc2C1=O was read as ROS inducer 20.0.
Screening COc1ccc(NC(=O)N(C)C[C@H]2Oc3ccc(N(C)C)cc3C(=O)N([C@@H](C)CO)C[C@@H]2C)cc1 returned ROS inducer 5.9.
Screening CCC(=O)N1C(CC(=O)Nc2ccc(F)cc2)C(=O)NC2CCCCC21 (centres undefined) returned ROS inducer 54.7.
`COc1ccc(OCc2nnc3n2N=C(c2ccc(OC)c(OC)c2)C(c2ccccc2)S3)cc1` (centres undefined) gave ROS inducer 99.0*.
For C[C@@H]1CCCCO[C@@H](CN(C)C(=O)CCC(F)(F)F)[C@@H](C)CN([C@H](C)CO)C(=O)c2cc(NC(=O)c3ccncc3)ccc2O1 the results were ROS inducer 6.5.
`CCc1c(C)[nH]c2c1C(=O)C(CN1CCOCC1)CC2` (centres undefined) gave ROS inducer -8.1.
For CCCCS(=O)(=O)NC1=NCN(C2CCN(Cc3ccccc3)CC2)CN1 the results were ROS inducer -2.0.
CNC[C@H]1Oc2c(NC(=O)Nc3ccc(OC)cc3)cccc2C(=O)N([C@H](C)CO)C[C@H]1C was read as ROS inducer -19.0.
C[C@@H]1CCCCO[C@H](CN(C)Cc2ccc(C(=O)O)cc2)[C@@H](C)CN([C@H](C)CO)C(=O)c2cc(NC(=O)NC3CCCCC3)ccc2O1 was read as ROS inducer -3.9.
For CCOC(=O)c1c(NC(=O)c2ccc(-c3ccccc3[N+](=O)[O-])o2)sc2c1CCCC2 the results were ROS inducer -5.0.
C[C@@H]1CCCCO[C@H](CN(C)Cc2ccc(Cl)c(Cl)c2)[C@@H](C)CN([C@H](C)CO)C(=O)c2cc(NC(=O)NC3CCCCC3)ccc2O1 was read as ROS inducer 5.7.
For C[C@H](CO)N1C[C@H](C)[C@@H](CN(C)C(=O)Nc2ccc(N3CCCCC3)cc2)OCc2cn(nn2)CCCC1=O the results were ROS inducer 25.4.
For CC1(C)Oc2ccc(C#N)cc2[C@@H](OC2=CC(=O)CC2)[C@@H]1O the results were ROS inducer 15.5.
`C[C@@H]1CCCCO[C@H](CN(C)CC2CCCCC2)[C@@H](C)CN([C@H](C)CO)C(=O)c2cc(NS(=O)(=O)c3cccs3)ccc2O1` gave ROS inducer 14.3.
Screening O=C(NO)c1ccc(C(=O)N/N=C/c2cccc3ccccc23)cc1 returned ROS inducer -6.1.
Screening Cc1ccc(S(=O)(=O)N(C)C[C@H]2OCCCC[C@@H](C)Oc3ccc(NS(=O)(=O)c4ccc(Cl)cc4)cc3C(=O)N([C@H](C)CO)C[C@@H]2C)cc1 returned ROS inducer 49.0.
Screening CS(=O)CCC(NS(=O)(=O)c1ccccc1)C(=O)O (centres undefined) returned ROS inducer -9.4.
`C[C@H](CO)N1C[C@H](C)[C@H](CN(C)Cc2ccncc2)Oc2ccc(NS(=O)(=O)c3ccc(F)cc3)cc2C1=O` gave ROS inducer -0.7.

Gathered by group, those above with bromine
For CCN1C(=S)NC2c3cc(Br)ccc3OC1(C)C2C(=O)Nc1ccc(Cl)cc1 (centres undefined) the results were ROS inducer -3.5.
For O=C(NO)c1ccc(C(=O)N/N=C/c2ccccc2Br)cc1 the results were ROS inducer 17.3.

Continuation:
Screening CCOc1cc(C)c(S(=O)(=O)NCc2cccnc2)cc1C returned ROS inducer -12.1.
COc1cc(NC(=O)CN(C)S(=O)(=O)c2ccc3ccccc3c2)cc(OC)c1 was read as ROS inducer 2.8.
For CCOC(=O)CSc1nc(C)cc(=O)[nH]1 the results were ROS inducer 1.6.
CCc1ccc(NC(=O)C23CC4CC(CC(C4)C2)C3)cc1 was read as ROS inducer -14.0.
`C[C@@H]1CN([C@H](C)CO)C(=O)c2cc(NS(=O)(=O)c3cccs3)ccc2O[C@H]1CN(C)C(=O)Nc1cccc2ccccc12` gave ROS inducer 4.8.
`O=C(NCc1ccco1)C1CCCN(S(=O)(=O)c2ccccc2)C1` (centres undefined) gave ROS inducer -9.2.
`Cc1noc(C)c1NC(=O)N(C)C[C@H]1Oc2ccc(NC(=O)Nc3ccc(C(F)(F)F)cc3)cc2C(=O)N([C@H](C)CO)C[C@@H]1C` gave ROS inducer 16.4.
For CC(=O)N1c2ccccc2NC2=C(C(=O)CCC2)C1c1ccc(Cl)cc1 (centres undefined) the results were ROS inducer -4.9.
`Brc1ccccc1OCc1nc2ccccc2[nH]1` gave ROS inducer 11.3.
For O=C(CSc1nnnn1-c1ccc(O)cc1)Nc1ccc(F)cc1 the results were ROS inducer 0.1.
Screening C[C@@H]1CN([C@H](C)CO)C(=O)c2cc(N(C)C)ccc2O[C@@H]1CN(C)S(=O)(=O)c1ccc(F)cc1 returned ROS inducer -14.3.
C[C@@H]1CN([C@@H](C)CO)C(=O)c2cc(NC(=O)Nc3ccc(C(F)(F)F)cc3)ccc2O[C@@H]1CN(C)C(=O)Nc1ccccc1 was read as ROS inducer -5.7.
`COc1cc(C)c2c(c1C=O)Oc1c(c(C)c(O)c3c1C(O)OC3=O)OC2=O` (centres undefined) gave ROS inducer 42.1.
For Cc1cccc(S(=O)(=O)N(C)C[C@@H]2OCc3cnnn3CCCC(=O)N([C@@H](C)CO)C[C@H]2C)c1 the results were ROS inducer 40.2.
For CC(=O)[C@H]1[C@H](C#N)C[C@H]2[C@@H]3CC=C4C[C@@H](O)CC[C@]4(C)[C@H]3CC[C@@]21C the results were ROS inducer -18.4.
Screening [N-]=[N+]=NCc1ccccc1C[C@]1(C(=O)NCc2ccccc2)COC(c2ccc(OCCCO)cc2)=N1 returned ROS inducer 36.9.
Screening COC(=O)C[C@H]1C(C)(C)C(=O)[C@@H]2CC3=C4CC(=O)O[C@@H](c5ccoc5)[C@]4(C)CCC3[C@@]1(C)C2=O (some centres undefined) returned ROS inducer -0.6.
Screening C[C@@H]1CN([C@@H](C)CO)C(=O)c2cccc(NS(=O)(=O)c3ccc(F)cc3)c2O[C@@H]1CN(C)C(=O)Nc1ccc(C(F)(F)F)cc1 returned ROS inducer 8.9.

By substructure: the entries above with an aryl methoxy group
Screening COc1ccc(NC(=O)N(C)C[C@H]2Oc3ccc(NS(=O)(=O)c4ccccc4)cc3C(=O)N([C@H](C)CO)C[C@H]2C)cc1 returned ROS inducer 33.7.
For COc1ccc(S(=O)(=O)N(C)C[C@H]2Oc3ccc(NC(=O)Nc4ccc(C(F)(F)F)cc4)cc3C(=O)N([C@@H](C)CO)C[C@H]2C)cc1 the results were ROS inducer 21.5.
Screening COc1ccc(NC(=O)Nc2ccc3c(c2)CC(=O)N([C@H](C)CO)C[C@@H](C)[C@@H](CN(C)Cc2ccc(C(=O)Nc4ccccc4N)cc2)O3)cc1 returned ROS inducer -6.0.
`COc1ccc(-c2cc(=O)c3ccc(OC)cc3o2)cc1` gave ROS inducer 8.2.
COc1cccc(NC(=O)CSc2nnc(-c3ccccc3)n2-c2ccc(F)cc2)c1 was read as ROS inducer 9.7.
COc1ccc(S(=O)(=O)N(C)CC(=O)Nc2cccc(C(F)(F)F)c2)cc1OC was read as ROS inducer -26.1.
For COc1ccc([Si](C)(C)[C@H]2[C@H](CCn3cc(CCO)nn3)O[C@@]3(C(=O)N(C)c4ccccc43)[C@@H]2C)cc1 the results were ROS inducer 38.7.
Screening COc1ccc(NC(=O)N(C)C[C@H]2Oc3ccc(N(C)C)cc3C(=O)N([C@@H](C)CO)C[C@@H]2C)cc1 returned ROS inducer 5.9.
`COc1ccc(OCc2nnc3n2N=C(c2ccc(OC)c(OC)c2)C(c2ccccc2)S3)cc1` (centres undefined) gave ROS inducer 99.0*.
CNC[C@H]1Oc2c(NC(=O)Nc3ccc(OC)cc3)cccc2C(=O)N([C@H](C)CO)C[C@H]1C was read as ROS inducer -19.0.
COc1cc(NC(=O)CN(C)S(=O)(=O)c2ccc3ccccc3c2)cc(OC)c1 was read as ROS inducer 2.8.
`COc1cc(C)c2c(c1C=O)Oc1c(c(C)c(O)c3c1C(O)OC3=O)OC2=O` (centres undefined) gave ROS inducer 42.1.

Source: PubChem

An excerpt; the hit share may differ from the screen's.
